# MITF TRPM1 inh – inhibitors of MITF-driven TRPM1 promoter in melanoma cells; 330,000 compounds, 0.83% hits; inhibition, % at 12.5 µM; SK-MEL-5 TRPM1 promoter luciferase, 24 h;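 active = mean inhibition across replicates of 60% or more, whatever share of single replicates reaches that level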; also: values of inactives mirror those of a sister screen read the other way
# aDG glyco act – increases alpha dystroglycan glycosylation | Pro5-aDG cells, alpha-DG glycosylation AlphaScreen (IIH6); 0% Pro5, 100% B10-LARGE cell signal | activation, % at 10 µM | 360,000 compounds, 0.22% hits | AID 624168;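 active = activation of at least 8% versus controls, or a plate z-score of at least 8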;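 also: Pro5 are CHO cells carrying HIG-tagged alpha-DG that lacks glycosylation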
# HIF-2a inh – HIF-2a inhibition; 786-0 RCC cells HIF-2a reporter, luciferase luminescence, overnight; inhibition, % at 18.8 µM; 360,000 compounds, 0.72% hits; AID 624352;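 active = inhibition of the luminescence signal of 40% or more relative to plate controls, in a single-dose primary screen at 18.75 µM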
# TWEAK Fn14 block – blocks TWEAK-Fn14 interaction in a reporter cell assay. TWEAK-stimulated Fn14 reporter cells, luciferase luminescence, 8 h. AID 1159606. 360,000 compounds, 2% hits. inhibition, % at 10 µM; in the data active = inhibition above about 50%
# CF NFkB block – inhibitors of cystic fibrosis induced NF-kB | KKLEB NF-kB-GFP reporter, PAF-induced, GFP fluorescence overnight | inhibition, % at 5 µM | 360,000 compounds, 0.86% hits;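 active = at least 50% inhibition at 5 µM, scaled per plate between neutral and stimulator controls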;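 also: PAF is a Pseudomonas aeruginosa culture filtrate used as stimulus; plate controls were PAF-stimulated DMSO wells for no effect and unstimulated DMSO wells for full effect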
# KKLEB tox – CF airway cell cytotoxicity counter-screen. KKLEB CF airway cells viability, ATPlite luminescence, overnight; active compounds read low; cells stimulated with P. aeruginosa culture filtrate. activity change (cytotoxicity), % at 5 µM. 360,000 compounds, 0.36% hits. AID 602141;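 active = corrected activity change at or below -50% at 5 µM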
# Peg3 promoter – Peg3 promoter activity inhibition; inhibition, % at 20 µM; HeLa PEG-Prom luciferase reporter, luminescence, overnight; AID 588405; 360,000 compounds, 1.7% hits;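 active = inhibition of at least 50% at 20 µM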
# NR2E3 ag-1 – activates human NR2E3 receptor. 360,000 compounds, 0.35% hits. AID 602229. CHO-S Gal4-NCOR/VP16-NR2E3 two-hybrid, luciferase. inhibition of corepressor binding, % at 3.98 µM;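 active = inhibition above the mean of all tested compounds plus 3 SD, cut at about 70% in these data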;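 also: 0% = DMSO with NR2E3 transfected cells and 100% = cells lacking NR2E3 construct; higher means lower luciferase signal from less NR2E3 corepressor binding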
# Target sequence (Q9Y5X4 whole entry, looked up, the tested form may be a part): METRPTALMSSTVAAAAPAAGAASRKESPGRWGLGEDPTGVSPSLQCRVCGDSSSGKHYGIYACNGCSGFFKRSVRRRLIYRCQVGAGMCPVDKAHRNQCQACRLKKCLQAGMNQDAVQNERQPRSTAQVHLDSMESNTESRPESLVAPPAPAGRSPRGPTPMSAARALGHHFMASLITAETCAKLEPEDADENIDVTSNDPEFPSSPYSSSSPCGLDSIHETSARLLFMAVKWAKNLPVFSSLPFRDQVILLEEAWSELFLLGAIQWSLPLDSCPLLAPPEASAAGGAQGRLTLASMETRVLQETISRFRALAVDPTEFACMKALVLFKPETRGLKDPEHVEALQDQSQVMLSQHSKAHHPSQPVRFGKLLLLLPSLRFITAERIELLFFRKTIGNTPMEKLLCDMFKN
# iPSC survival up – increases survival of single human iPS cells; hiPSC single-cell survival, ATPlite luminescence; 100% = ROCK inhibitor wells, 0% = DMSO; 360,000 compounds, 0.044% hits; survival enhancement, % at 20 µM; in the data active = survival enhancement above about 18%;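 also: cells exposed to compounds for 16 hours before the ATP read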
# NR2E3 ag-2 – agonists of human nuclear receptor NR2E3 | Q9Y5X4 | GST-NR2E3/biotin-RetCOR TR-FRET, 1536-well | inhibition of corepressor binding, % at 4.78 µM | 320,000 compounds, 0.12% hits | AID 2300;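 active = percent inhibition above the cutoff of mean plus 3 SD of all tested compounds, set per screening campaign, cut at about 20% in these data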;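 also: 0% = DMSO wells and 100% = biotin wells as full block of FRET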
#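 Material – GST-tagged NR2E3 plus biotinylated RetCOR corepressor · Quantity – NR2E3 fusion 1.35 nM · Times – 5 h incubation at 4 °C · Medium – pH 7.5 Tris-based buffer · Technique – TR-FRET, Eu(K)-anti-GST donor, streptavidin-D2 acceptor, ex 340, em 617/671 nm · Benchmarks – high control biotin, low control 0.6% DMSO · Format – 1536-well plates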
# Shn3 inh set2 – Schnurri-3 reporter inhibition in Clone20 osteoblasts; inhibition, % at 12.5 µM; AID 588674; 360,000 compounds, 0.52% hits; Clone20 osteoblast Shn3 3'UTR firefly luciferase, 24 h;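 active = mean inhibition of at least 75% with every replicate also reaching 75%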;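 also: 0% = median of neutral control wells and 100% = pilot-screen positive control compound; some compounds past the cut are filed as inactive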
# * marks the source's active call; other numbers are inactive results; · = no result given. Only part of the results is shown, so the mix of outcomes need not match the whole.
SMILES,MITF TRPM1 inh,aDG glyco act,HIF-2a inh,TWEAK Fn14 block,CF NFkB block,KKLEB tox,Peg3 promoter,NR2E3 ag-1,iPSC survival up,NR2E3 ag-2,Shn3 inh set2
O=C1NC(=O)C(=Cc2cc(Cl)ccc2OCc2ccc(C(=O)O)cc2)C(=O)N1,0,0.0,-1,-9,-15,8,-11,4,-0.6,-2,6
CC(=O)c1cccc(OCC(=O)N2CCN(CC(=O)Nc3cccc(F)c3)CC2)c1,-5,0.2,5,10,22,-2,0,14,-0.5,2,2
CN(C)C=C1C(=O)N(C2CCCCC2)C(=O)N(C2CCCCC2)C1=O,-9,-0.2,18,17,4,3,12,12,1.2,3,6
COc1ccc(-n2nnnc2C(CCc2ccccc2)N2CCC(n3c(=O)[nH]c4ccccc43)CC2)cc1 (configuration not stated),·,-0.6,-49,94*,75*,-17,99*,27,2.4,·,20
COC(=O)C1=C(c2ccc(OC)c(OC)c2)C[C@@H]2CC[C@H]1N2C(=O)NCc1cc(C)oc1C(F)(F)F,-2,-0.1,16,-1,12,-3,14,-18,-2.1,-3,6
Cc1cccc(NC(=O)N2CC3CC(C2)c2cccc(=O)n2C3)c1 (configuration not stated),-4,-0.2,-5,4,5,1,-3,-7,-0.1,0,-125
CC(C(=O)N1CCC2(CC1)OCCO2)C1Sc2ccccc2NC1=O (configuration not stated),-1,0.1,7,-3,-5,6,13,-12,2.9,0,0
Oc1c(Br)cc(-c2ccccc2)cc1Br,12,0.0,-9,20,6,9,18,24,-3.4,·,19
C1CCC2S[C@H]3CCCCC3NC2C1 (some centres not stated),-19,-0.1,2,-18,-3,4,6,9,0.0,5,0
Cc1cc(N2C(=O)C3CCCN3C2c2sccc2C)no1 (configuration not stated),7,0.0,6,-6,1,-11,10,-14,8.7,1,-37
CC(=O)O[C@H]1C(=O)[C@@]2(C)C([C@H](OC(=O)c3ccccc3)[C@]3(O)C[C@H](O)C(C)=C1C3(C)C)[C@]1(OC(C)=O)CO[C@@H]1C[C@H]2O (some centres not stated),·,-0.5,2,9,1,-19,34,-6,-1.3,1,-10
O=C(Cc1ccccc1)NC(Cc1ccc(Cl)cc1)C(=O)O (configuration not stated),-6,-0.2,9,-18,-5,2,-1,-26,-0.3,2,-14
Fc1ccc(Cn2nnnc2CN2CCC(n3nnc4cc(C(F)(F)F)ccc43)CC2)cc1,0,0.8,18,3,24,-9,43,-5,-0.8,0,-10
COc1ccc(-n2c(O)c(C(C)=NCCc3c[nH]c4ccccc34)c(=O)[nH]c2=O)cc1,·,0.0,27,6,23,4,11,-19,0.5,2,4
CCN1C(=O)C(=C2C=C(C)N(Cc3ccco3)C(C)=C2)C(=O)N(CC)C1=S,6,0.5,6,-12,-16,9,12,-2,0.6,25*,8
CN(C)/C=C1/C(=O)NC(=O)N(CCNc2ncc(C(F)(F)F)cc2Cl)C1=O,-3,0.0,10,1,8,-4,0,-1,-1.7,1,-8
Cc1ccc2n1Cc1cnnn1-c1ccccc1-2,·,-0.1,-4,20,-16,2,6,-27,0.7,·,-22
CCOc1ccccc1-n1c(O)c(C=NCCCN(CC)CC)c(=O)[nH]c1=O,3,1.2,9,12,0,-2,15,1,-1.8,1,1
CCN(CC)C(=O)c1ccc(NC(=O)CN2CCc3cc(OC)c(OC)cc3C2)cc1,6,-0.1,11,-31,1,-18,8,-3,-0.6,0,21
CC(=O)N1CCC(N2CCCC(C(=O)c3cccc(Cl)c3)C2)CC1 (configuration not stated),-2,-0.1,13,-4,-21,-10,6,7,1.0,3,3
Cc1cccc(OCC(=O)N2CCN(Cc3ccncc3)CC2)c1,-3,-0.3,17,2,-18,-1,15,14,-2.0,3,-1
CNCC1(c2ccccc2)CCCC1,10,0.0,11,-4,9,2,1,-19,2.1,-1,-4
CCn1c(O)c(N=Nc2ccc(S(=O)(=O)N3CCOCC3)cc2)c(=O)n(CC)c1=S,52,0.2,3,57*,44,3,22,12,-0.7,5,4
COc1ccc2c(c1O)C13CCN(C)C(C2)C1CCC(=O)C3 (configuration not stated),·,0.2,17,7,-3,-1,14,-19,0.3,2,9
Cc1ccc2c(c1)CC1(CN2C)C(=O)NC(=O)N(CCC2=CCCCC2)C1=O (configuration not stated),3,-0.1,8,14,-8,-2,7,-41,-2.3,-1,3

# Going on with the list:
SMILES,MITF TRPM1 inh,aDG glyco act,HIF-2a inh,TWEAK Fn14 block,CF NFkB block,KKLEB tox,Peg3 promoter,NR2E3 ag-1,iPSC survival up,NR2E3 ag-2,Shn3 inh set2
O=C1C2C3CCC(O3)C2C(=O)N1CCO (configuration not stated),-7,-0.1,1,-8,0,1,5,-5,-0.1,-4,-8
CCNC(=O)C1OC(n2cnc3c(N)ncnc32)C(O)C1O (configuration not stated),-14,-0.7,6,-30,48,6,-1,-4,-0.2,7,-32
COc1cc2c(c(OC)c1OC)-c1ccc(O)cc1[C@@H](NC(C)=O)CC2,65*,-0.5,24,-7,40,-39,-43,26,-1.4,-4,21
[N-]=[N+]=NCc1cn2cccnc2n1,-1,-0.2,14,-5,8,-1,-13,-3,0.8,0,17
O=P(Nc1ccccc1)(Nc1ccccc1)Oc1ccccc1,-5,-0.1,19,-17,-3,9,19,-12,0.0,-5,-53
O=C(COC(=O)Cc1ccccc1)Nc1ncc(Cl)cc1Cl,1,0.1,4,4,-6,3,-1,-7,1.3,3,-1
O=C1CC(=O)N(Cc2ccccc2)C(=O)N1,4,0.3,-7,9,-6,8,-2,-7,1.9,·,-11
CNc1cc(N2CCNCC2)ccc1[N+](=O)[O-],3,0.1,13,2,-5,14,7,-25,-0.7,1,-3
Cc1c(C=O)c2ccccc2n1Cc1ccc(F)cc1,2,0.5,9,8,-2,-9,13,8,0.0,2,11
N=C(N)c1c(O)n(C2CCCCC2)c(=O)n(C2CCCCC2)c1=O,20,0.5,52*,36,27,-20,77*,-8,2.1,-1,45
CCOC(=O)C(O)(c1ccc(N(CC)C(=O)COc2ccccc2)cc1)C(F)(F)F (configuration not stated),4,-0.1,16,3,8,-9,5,10,1.5,0,-2
Cn1cccc1/C=C1\C(=O)NC(=O)N(CCC2=CCCCC2)C1=O,5,-0.4,10,-10,44,-26,39,0,0.9,·,5
Cc1ccc(NP(=O)(c2ccccc2)c2nc3ccccc3s2)cc1 (configuration not stated),1,-0.2,-58,-1,0,-11,-14,-11,0.1,2,-24
c1ccc(CNC2=NCCS2)cc1,-6,-0.2,13,-11,3,-4,11,-17,4.0,0,1
CCn1c(O)c(/C=N/NC(=O)c2ccccc2)c(=O)[nH]c1=S,4,-0.1,3,-38,-11,7,12,-53,-0.2,-2,-14
COc1ccc2c(c1O)-c1c(OC)c(OC)cc3c1[C@H](C2)N(C)CC3,2,0.4,-3,-15,-12,-1,-1,-4,-3.2,4,49
CCN(CC)P(=O)(Oc1cccc(C)c1)N(CC)CC,7,0.7,14,-12,2,4,4,-7,2.7,0,2
C[C@]12C[C@@H](O)[C@H](O)CC1=CCC1C2CC[C@@]2(C)C1CC[C@@H]2O (some centres not stated),1,-0.3,14,-3,-15,8,4,15,3.7,·,4
O=P(O)(O)/C=C(\Cl)c1ccccc1,14,0.1,9,13,4,-1,-1,36,-1.8,0,-5
O=C(c1cccn2c(=O)c3cc(Br)ccc3nc12)N1CCC2(CC1)OCCO2,-7,-0.4,-4,12,12,9,12,-16,2.3,0,-8
CCC1CN1P(=O)(N1CCCC1)N1CC1CC (configuration not stated),7,0.1,11,21,4,-10,2,16,-2.9,·,5
O=C1OCCN1P(=O)(c1ccccc1)c1ccccc1,18,-0.3,7,-1,22,0,9,-12,-3.4,-3,4
c1ccc2c(CCNC3CCCCC3)c[nH]c2c1,9,0.5,13,3,9,-7,-1,11,0.1,1,-1
Cc1ccc2cc(CNCCc3ccccc3C)c(=O)[nH]c2c1,6,0.2,-8,4,12,-2,-9,-2,-0.1,-4,19
CN1CN=C(N[N+](=O)[O-])N(Cc2ccco2)C1,5,0.0,12,19,-26,11,7,-17,-0.5,4,-10
O=[N+]([O-])c1oc2ccc3ccccc3c2c1CCO,56,-0.3,25,-19,-110,19,38,-1,-2.5,·,-17
CCCC/C(=N/O)c1c(C)[nH]c2ccccc12,4,0.0,4,-10,3,9,-2,16,0.6,0,-5
COc1ccc(-c2ccc3c(c2)CN(C(=O)C(C)(C)C)Cc2cnnn2-3)cc1,·,0.4,-8,-35,-22,4,5,4,-1.0,·,-4

# An excerpt from above, showing only Shn3 inh set2 and iPSC survival up:
SMILES | Shn3 inh set2 | iPSC survival up
O=C1OCCN1P(=O)(c1ccccc1)c1ccccc1 | 4 | -3.4
c1ccc2c(CCNC3CCCCC3)c[nH]c2c1 | -1 | 0.1

# Sorted by count of non-hydrogen atoms (falling): part of the list above.
SMILES,MITF TRPM1 inh,aDG glyco act,HIF-2a inh,TWEAK Fn14 block,CF NFkB block,KKLEB tox,Peg3 promoter,NR2E3 ag-1,iPSC survival up,NR2E3 ag-2,Shn3 inh set2
Fc1ccc(Cn2nnnc2CN2CCC(n3nnc4cc(C(F)(F)F)ccc43)CC2)cc1,0,0.8,18,3,24,-9,43,-5,-0.8,0,-10
COc1ccc(-n2c(O)c(C(C)=NCCc3c[nH]c4ccccc34)c(=O)[nH]c2=O)cc1,·,0.0,27,6,23,4,11,-19,0.5,2,4
CCn1c(O)c(N=Nc2ccc(S(=O)(=O)N3CCOCC3)cc2)c(=O)n(CC)c1=S,52,0.2,3,57*,44,3,22,12,-0.7,5,4
CCOc1ccccc1-n1c(O)c(C=NCCCN(CC)CC)c(=O)[nH]c1=O,3,1.2,9,12,0,-2,15,1,-1.8,1,1
CN(C)C=C1C(=O)N(C2CCCCC2)C(=O)N(C2CCCCC2)C1=O,-9,-0.2,18,17,4,3,12,12,1.2,3,6
CC(=O)N1CCC(N2CCCC(C(=O)c3cccc(Cl)c3)C2)CC1 (configuration not stated),-2,-0.1,13,-4,-21,-10,6,7,1.0,3,3
O=C(COC(=O)Cc1ccccc1)Nc1ncc(Cl)cc1Cl,1,0.1,4,4,-6,3,-1,-7,1.3,3,-1
c1ccc2c(CCNC3CCCCC3)c[nH]c2c1,9,0.5,13,3,9,-7,-1,11,0.1,1,-1
CCC1CN1P(=O)(N1CCCC1)N1CC1CC (configuration not stated),7,0.1,11,21,4,-10,2,16,-2.9,·,5
CNCC1(c2ccccc2)CCCC1,10,0.0,11,-4,9,2,1,-19,2.1,-1,-4
